High-throughput results as filed in PubChem BioAssay.
MEKK3 PB1 HTS: modulators (inhibitors or enhancers) of MEK5 binding to human MEKK3 PB1 domain; Q99759; 290,000 compounds, 1.4% hits; binding response (% of control), % at 10 µM; bead-based flow cytometry, Alexa488-MEK5 binding to MEKK3; actives lie on both sides; 0 = blocked by unlabeled MEK5, 100 = vehicle;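 active = binding response more than 3 SD above or below the average of its plate-row segment, actives on both sides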;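 note: Alexa488 bead fluorescence after subtracting the streptavidin-only scavenger bead signal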
MEKK2 mut-MEK5: signal of MEK5 binding to mutant human MEKK2 PB1 domain; bead flow cytometry, Alexa488-MEK5 binding to MEKK2 mutant; percent response, % at 10 µM; 290,000 compounds, 0.35% hits; AID 1530; in the data active = percent response above about 24%, passing the limit was not always enough; note: inactives centre near 1; some results filed as inactive read as strong as hits; reference of the scale not given here
M18AAP inhibitor: blocks P. falciparum M18 aspartyl aminopeptidase | 290,000 compounds, 1.2% hits | inhibition, % at 7.35 µM | recombinant PfM18AAP, H-Glu-NHMec fluorogenic cleavage;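 active = inhibition above the campaign mean inhibition over all tested compounds plus 3 SD, cut at about 28% in these data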;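 note: 0% = plate median of test compound wells and 100% = 2 mM ZnCl2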
UBC9 SUMO inh: blocks human SUMOylation mediated by UBC9. inhibition, % at 35 µM. P63279. HTRF SUMOylation assay, SAE1/SAE2 + UBC9, in vitro. 290,000 compounds, 0.36% hits; in the data active = inhibition above about 50%, passing the limit was not always enough; note: strong numbers were not always called active
IDE inh: inhibits human insulin-degrading enzyme in HEK cells; AID 434962; 320,000 compounds, 0.41% hits; P14735; FAbetaB cleavage, fluorescence polarization; inhibition, % at 5.59 µM;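 active = percent inhibition above the average of all tested compounds plus 3 SD, set per screening campaign, cut at about 16% in these data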;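 note: IDE supplied by intact live HEK cells; FP after avidin binding of uncleaved biotin substrate so inhibition keeps polarization high; 0% = DMSO wells and 100% = 60 µM reference IDE inhibitor Ii1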
Target sequence (P14735 whole entry, looked up): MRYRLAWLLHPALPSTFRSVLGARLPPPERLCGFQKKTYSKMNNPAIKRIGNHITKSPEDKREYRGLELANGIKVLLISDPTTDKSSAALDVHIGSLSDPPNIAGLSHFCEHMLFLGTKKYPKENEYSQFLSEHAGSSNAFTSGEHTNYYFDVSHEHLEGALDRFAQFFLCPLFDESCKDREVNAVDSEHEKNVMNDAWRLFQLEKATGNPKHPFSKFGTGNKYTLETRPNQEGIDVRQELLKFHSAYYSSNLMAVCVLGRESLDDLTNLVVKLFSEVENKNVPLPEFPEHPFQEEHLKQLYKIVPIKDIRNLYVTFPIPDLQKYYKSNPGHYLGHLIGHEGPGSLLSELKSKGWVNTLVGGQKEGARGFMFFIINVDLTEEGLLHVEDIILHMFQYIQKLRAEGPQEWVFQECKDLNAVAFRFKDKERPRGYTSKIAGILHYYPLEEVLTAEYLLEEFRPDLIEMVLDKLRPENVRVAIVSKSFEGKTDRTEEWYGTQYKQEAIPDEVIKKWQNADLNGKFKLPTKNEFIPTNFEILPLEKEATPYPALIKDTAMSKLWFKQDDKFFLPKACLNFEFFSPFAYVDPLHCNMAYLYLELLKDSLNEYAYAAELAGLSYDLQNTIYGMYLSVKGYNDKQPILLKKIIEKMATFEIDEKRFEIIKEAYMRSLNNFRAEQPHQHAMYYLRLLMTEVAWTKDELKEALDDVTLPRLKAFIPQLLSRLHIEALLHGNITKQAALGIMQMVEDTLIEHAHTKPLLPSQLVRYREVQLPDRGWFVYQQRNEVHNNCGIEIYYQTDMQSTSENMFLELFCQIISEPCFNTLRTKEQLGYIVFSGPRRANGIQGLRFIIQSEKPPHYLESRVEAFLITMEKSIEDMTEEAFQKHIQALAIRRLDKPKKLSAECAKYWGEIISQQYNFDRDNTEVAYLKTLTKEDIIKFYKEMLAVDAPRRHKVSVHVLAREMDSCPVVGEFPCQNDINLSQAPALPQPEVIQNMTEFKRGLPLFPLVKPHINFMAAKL
NALP1 yeast inh: blocks the NALP1 inflammasome reconstituted in yeast. S. cerevisiae NALP1/ASC/caspase-1 growth, X-gal OD620, 72 h. inhibition, % at 10 µM. 280,000 compounds, 0.61% hits; in the data active = inhibition mostly above about 24%, no sharp cut-off; inactive = mostly below about 32%; note: some compounds called inactive have numbers as strong as hits
MEKK2wt PB1 HTS: raises or lowers MEK5 binding to wildtype human MEKK2 PB1 domain. Q9Y2U5. bead flow cytometry, Alexa488-MEK5 binding to MEKK2 WT; actives lie on both sides. binding response (% of control), % at 10 µM. 290,000 compounds, 1.1% hits; in the data active = binding response below about 67% or above about 130%
IDE cell activ: activators of human insulin-degrading enzyme in cells; HEK cells, FAbeta-B cleavage, fluorescence polarization; 0% vehicle, 100% cell-free pure enzyme wells; activation, % at 5.96 µM; 340,000 compounds, 0.073% hits; P14735;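 active = activation above the mean of all tested compounds plus 3 SD, set per screening campaign, cut at about 17% in these data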
pCIP destab: p/CIP protein destabilization; Q05BA5; F442A p/CIP-EGFP cells, EGFP fluorescence, 16 h; decrease of EGFP signal, % at 10 µM; 290,000 compounds, 0.01% hits; AID 1984;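 active = EGFP signal decrease of at least 30% at 10 µM or well 3 SD below plate mean, unless failing retest; inactive = the rest, including hits failing retest or dose response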; note: some compounds called inactive have numbers as strong as hits; many of its hits are not listed in these tables
The depositor's hits bear a star; x = no result given; [ ] = another dose, or the depositor's remark. An excerpt; rates above refer to the full screens.

M18AAP inhibitor | IDE cell activ | IDE inh | pCIP destab | NALP1 yeast inh | MEKK2 mut-MEK5 | MEKK3 PB1 HTS | UBC9 SUMO inh | SMILES | MEKK2wt PB1 HTS
7 | -6 | 1 | 0 | -6 | x | x | 4 | CSc1cccc(NC(=O)CN(C)S(=O)(=O)c2ccccc2)c1 | x
2 | 0 | -1 | 3 | 14 | 8 | 107 | 8 | Cn1c(=O)n(Cc2ccccc2)c(=O)c2c1nc1n2CCN1Cc1ccco1 | 108
0 | 3 | 2 | 14 | -1 | 2 | 104 | -24 | OCCOCCNc1ncnc2c1c(-c1ccccc1)cn2-c1ccccc1 | 103
-7 | 3 | x | 6 | -4 | 11 | 108 | 0 | COc1ccc(S(=O)(=O)NC(C)C(=O)N2CCCC2)cc1C (stereo unspecified) | 106
0 | 4 | 6 | -9 | 24 | -1 | 101 | -5 | C/C(=N\NC(=O)COc1ccc(C#N)cc1)c1ccc(N2CCOCC2)cc1 | 102
0 | 4 | -2 | -8 | -1 | -8 | 89 | 19 | Cc1ccc(Cn2ccc(NC(=O)c3cc(-c4ccc(Cl)cc4)on3)n2)cc1 | 91
3 | 4 | -1 | -15 | x | 7 | 106 | 9 | O=c1cc(-c2ccccc2)nc(N2CCN(Cc3ccccc3)CC2)[nH]1 | 109
8 | 2 | x | 0 | 17 | -1 | 100 | 23 | Fc1ccccc1CNCC1CCCO1 (stereo unspecified) | 99
-14 | -4 | x | -13 | -11 | -2 | 100 | 11 | O=C(NCC1CC1)Nc1cccc(C(F)(F)F)c1 | 98
28 | 1 | -1 | 2 | 32 | -3 | 97 | -7 | O=[N+]([O-])c1cccc(C(=Nc2cccc(Cl)c2)NO)c1 | 94
9 | 4 | -3 | -19 | 24 | 4 | 100 | 12 | COc1cccc(N(C(=O)c2ccco2)C(C(=O)NC2CCCC2)c2cccnc2)c1 (stereo unspecified) | 103
0 | -2 | 0 | 2 | 16 | 5 | 102 | 4 | CC(C)n1nc(C(=O)OCn2nnc3ccccc3c2=O)c2ccccc2c1=O | 123
-5 | 2 | -1 | -11 | 9 | -1 | 99 | 20 | CCCCc1nc2ccccc2c(C(=O)O)c1C | 100
-7 | -3 | -5 | -2 | 0 | -10 | 108 | 20 | O=C(NC1CCCCC1)Oc1cccc2ccccc12 | 95
-1 | 6 | 8 | -4 | 14 | -23 | 83 | -4 | C=CCc1c(C)nc2c(C)cccc2c1SC(=N)N | 84

Among those listed so far, these have nitrogen in an aromatic ring:
M18AAP inhibitor | IDE cell activ | IDE inh | pCIP destab | NALP1 yeast inh | MEKK2 mut-MEK5 | MEKK3 PB1 HTS | UBC9 SUMO inh | SMILES | MEKK2wt PB1 HTS
2 | 0 | -1 | 3 | 14 | 8 | 107 | 8 | Cn1c(=O)n(Cc2ccccc2)c(=O)c2c1nc1n2CCN1Cc1ccco1 | 108
0 | 3 | 2 | 14 | -1 | 2 | 104 | -24 | OCCOCCNc1ncnc2c1c(-c1ccccc1)cn2-c1ccccc1 | 103
0 | 4 | -2 | -8 | -1 | -8 | 89 | 19 | Cc1ccc(Cn2ccc(NC(=O)c3cc(-c4ccc(Cl)cc4)on3)n2)cc1 | 91
3 | 4 | -1 | -15 | x | 7 | 106 | 9 | O=c1cc(-c2ccccc2)nc(N2CCN(Cc3ccccc3)CC2)[nH]1 | 109
9 | 4 | -3 | -19 | 24 | 4 | 100 | 12 | COc1cccc(N(C(=O)c2ccco2)C(C(=O)NC2CCCC2)c2cccnc2)c1 (stereo unspecified) | 103
0 | -2 | 0 | 2 | 16 | 5 | 102 | 4 | CC(C)n1nc(C(=O)OCn2nnc3ccccc3c2=O)c2ccccc2c1=O | 123
-5 | 2 | -1 | -11 | 9 | -1 | 99 | 20 | CCCCc1nc2ccccc2c(C(=O)O)c1C | 100
-1 | 6 | 8 | -4 | 14 | -23 | 83 | -4 | C=CCc1c(C)nc2c(C)cccc2c1SC(=N)N | 84

Taken from above.
`Fc1ccccc1CNCC1CCCO1` (stereo unspecified) @ UBC9 SUMO inh: 23
`O=C(NC1CCCCC1)Oc1cccc2ccccc12` @ MEKK3 PB1 HTS: 108

The list goes on.
M18AAP inhibitor | IDE cell activ | IDE inh | pCIP destab | NALP1 yeast inh | MEKK2 mut-MEK5 | MEKK3 PB1 HTS | UBC9 SUMO inh | SMILES | MEKK2wt PB1 HTS
-2 | 7 | -1 | -11 | 4 | 4 | 103 | 10 | COc1ccccc1N=Nc1c(C)[nH][nH]c1=O | 107
8 | 0 | x | -3 | -1 | -1 | 97 | 5 | COc1ccc(OCc2ccc(/C=N\NC(=O)c3sccc3C)o2)cc1 | 97
-4 | 4 | 6 | 10 | 3 | 5 | 105 | -8 | NC(=O)Cn1c(=O)n(Cc2ccccc2)c(=O)c2cccnc21 | 106
-5 | -3 | 9 | 6 | 5 | 7 | 103 | 1 | Cc1ccc(S(=O)(=O)NCc2cn3c(C)csc3n2)cc1 | 103
18 | -2 | 1 | 13 | 3 | 3 | 103 | -14 | O=[N+]([O-])c1ccc(N2CCc3ccccc3C2)nc1 | 105
10 | 6 | 4 | -8 | -12 | 0 | 92 | 23 | CCOC(=O)c1ccc(N2C(=O)C(O)=C(C(C)=O)C2c2ccc(O)c(OC)c2)cc1 (stereo unspecified) | 96
1 | 2 | 5 | 10 | 2 | -2 | 95 | 0 | Cc1ccc2c(CN3CCCCC3C)cc(=O)oc2c1 (stereo unspecified) | 96
0 | -5 | 2 | 2 | 2 | -1 | 103 | -11 | Cc1ccc(C)c(C(=O)COC(=O)c2ccc(Br)o2)c1 | 99
-2 | 2 | 2 | 8 | 6 | 0 | 94 | 11 | COc1ccc(C)cc1NC(=O)c1ccc2c(O)c(S(=O)(=O)c3ccccc3)c(=O)[nH]c2c1 | 96
1 | -6 | 10 | -6 | 8 | 0 | 106 | 8 | C=CCn1c(SCC)nc(O)cc1=O | 104
0 | -4 | -1 | -1 | 6 | 5 | 105 | 13 | CCOC(=O)/C(C#N)=C/c1ccc(OC)c(OC)c1 | 107
-1 | -3 | 8 | 9 | 15 | -14 | 33*[inhibitor] | 0 | CC(C)OC(=O)CSc1nc2ncccc2[nH]1 | 45*[inhibitor]
0 | 6 | 3 | 1 | 26 | 7 | 104 | 9 | O=C1c2ccccc2C(O)N1Cc1ccccc1 (stereo unspecified) | 108
6 | -3 | 0 | 4 | 10 | 8 | 105 | -2 | COc1nccnc1NS(=O)(=O)c1ccc(NCc2cc(Br)ccc2O)cc1 | 106
-9 | 2 | 4 | -9 | 8 | -5 | 91 | 20 | CC(Oc1ccccc1)C(=O)Nc1nc2c(s1)C(=O)CC(C)(C)C2 (stereo unspecified) | 93
1 | -3 | 9 | -19 | 8 | 6 | 98 | 0 | O=C(Nc1ccccc1F)c1ccc(CN2CCN(c3ccccc3)CC2)cc1 | 99
-1 | 0 | 4 | -7 | -6 | 3 | 103 | 12 | Cc1cccc(N(Cc2ccc(Cl)cc2)S(C)(=O)=O)c1 | 104
-10 | 1 | -1 | -3 | 34 | -1 | 99 | -8 | CCNC(=O)NC(=O)COC(=O)c1cccc(NS(=O)(=O)/C=C/c2ccccc2)c1 | 97
15 | -2 | 6 | -2 | 7 | 3 | 108 | 8 | CC1(C)Cc2c(c(N3CCOCC3)nc3sc4c(NCc5ccco5)nnnc4c23)CS1 | 95
-14 | 1 | -2 | -3 | 3 | 2 | 105 | -10 | O=C(NC1CCCC1)C1CCN(c2cnccn2)CC1 | 106
16 | 4 | -6 | -12 | x | 2 | 103 | x | NC1=NC(=O)/C(=C\c2ccco2)S1 | 96
-2 | -1 | -3 | 0 | -2 | -2 | 96 | -12 | O=C(NCc1ccccn1)C1CCN(S(=O)(=O)N2CCCC2)CC1 | 100
-5 | 5 | -1 | 0 | 4 | -5 | 89 | 15 | CCCC(=O)C1=C(N2CCCC2)CC(C)(C)C(C(=O)OC)C1=O (stereo unspecified) | 92
0 | -1 | 0 | -17 | 12 | -9 | 83 | 16 | CCOC(=O)N1CCN(c2ccc(C(C)=O)cc2F)CC1C (stereo unspecified) | 80
2 | 3 | 3 | -17 | -8 | -2 | 101 | 0 | COc1nnc(-c2ccc(N3CCOCC3)c(NC(=O)c3ccc(C)cc3)c2)c2ccccc12 | 96
5 | 2 | 8 | 4 | -14 | -14 | 97 | 5 | CCCc1cc(-c2n[nH]c(=S)n2CC)cs1 | 88
0 | 5 | -5 | 13 | 11 | 28 | 88 | 4 | Cc1cc(C)n(-c2nc(NCCN(C)C)c3c4c(sc3n2)CCCC4)n1 | 147*
-1 | 2 | -10 | 3 | -56 | -3 | 91 | 7 | Cc1ncc(CN2CCC(CO)(CCOc3ccccc3)CC2)s1 | 95
-8 | 6 | -1 | -1 | 4 | 8 | 104 | -4 | CCCCn1c(N2CCC(Cc3ccccc3)CC2)nc2c1c(=O)[nH]c(=O)n2C | 100
1 | 2 | -13 | -10 | 6 | 3 | 98 | 18 | Cc1ccccc1Cn1c2ccccc2c2cnn(CC(=O)NCc3ccccn3)c(=O)c21 | 105
-2 | 5 | -5 | -12 | 11 | 4 | 99 | 6 | CCOc1nc2cnccc2n(CC(=O)Nc2c(F)c(F)cc(F)c2F)c1=O | 102
-2 | -3 | 0 | -3 | 0 | 2 | 101 | 7 | CC(=O)Nc1ccc(S(=O)(=O)NC(CSc2ccc(C(=O)O)cc2[N+](=O)[O-])C(=O)O)cc1 (stereo unspecified) | 99
3 | 4 | -2 | 15 | -6 | -2 | 100 | 2 | N#Cc1ccccc1S(=O)(=O)c1ccccc1C(=O)Nc1ccccc1 | 95
22 | -2 | -3 | -3 | -8 | 4 | 105 | -17 | O=C(Nc1nc(-c2ccccn2)cs1)c1ccccc1-n1cnnn1 | 102
-5 | 0 | -1 | -14 | 18 | 5 | 102 | 16 | Cc1cccc(C)c1OCC(=O)OCC(=O)c1ccc2c(c1)NC(=O)CO2 | 106
-4 | 7 | 0 | 2 | 27 | -8 | 94 | 5 | CC(O)CNc1nc(NCc2ccccc2)c2cnn(C)c2n1 (stereo unspecified) | 95
-1 | -13 | 11 | -8 | 25 | -1 | 101 | 6 | Cc1ccc(NC(=O)CSc2n[nH]c(-c3ccncc3)n2)cc1C | 100
-6 | 3 | -6 | 7 | 11 | 8 | 106 | -4 | Cc1ccc(-c2csc(NC(=O)c3cc([N+](=O)[O-])ccc3N3CCOCC3)n2)cc1 | 102
5 | 4 | 6 | -3 | 32 | -1 | 106 | 10 | COCC(C)n1c(C)cc(C(=O)COC(=O)c2ccc3c(c2)NC(=O)CS3)c1C (stereo unspecified) | 99
-3 | -3 | 0 | -18 | 13 | -3 | 90 | 9 | Cc1ccc(-c2nc(NCC3CCCO3)sc2C)cc1 (stereo unspecified) | 90
-9 | 2 | 2 | 0 | 2 | 2 | 98 | 1 | CCN(CC)c1ccc(C(=O)Nc2cccc(F)c2)cc1 | 100
0 | 4 | -1 | -5 | x | -5 | 86 | -21 | Cc1ccnc(NC(=O)COc2ccc(Cl)cc2)n1 | 85
4 | 2 | 3 | -11 | 11 | 7 | 105 | 19 | COc1ccc(NC(=O)c2cc(S(=O)(=O)N3CCOCC3)cs2)cc1 | 107
x | 0 | 3 | -9 | x | 4 | 100 | 17 | COC(=O)CCCC1=CC2=CC(=O)C(C)(OC(=O)c3cccs3)C(=O)C2=CN1CCCOC(C)C (stereo unspecified) | 103
-7 | 3 | -4 | 1 | 10 | 12 | 106 | 29 | Cc1ccccc1-n1nnnc1SCC(N)=O | 109
0 | 4 | 8 | -4 | 15 | 1 | 100 | 24 | COCCNC(=O)C1CC(c2ccc(F)cc2)=NO1 (stereo unspecified) | 97
-3 | 3 | -2 | -1 | 1 | 3 | 105 | 3 | CCc1nnc(NC(=O)CCC(=O)Nc2ccccc2)s1 | 106
6 | 0 | -3 | 6 | x | 1 | 89 | -4 | CS(=O)(=O)c1ccc(N)cc1 | 95
